RmlCD inh mix: RmlC/RmlD inhibition, mixture screen. RmlC/RmlD coupled enzyme inhibition, 384-well mixture HTS. inhibition, % at 5.5 µM. hit rate 0.39% among 110,000. AID 1532; in the data active = inhibition above about 30%, passing the limit was not always enough; inconclusive = no clear call, values can overlap the other calls; note: strong numbers were not always called active
RT RNaseH block: blocks HIV-1 RNase H cleavage of RNA/DNA duplex. RT-RNase H RNA/DNA duplex cleavage, fluorescence. inhibition, % at 10 µM. hit rate 1.9% among 65,000. P04585; in the data active = inhibition above about 50%
* marks the source's active call; other numbers are inactive results; u = inconclusive; x = not tested or not shown; & = joins results of further samples.

SMILES,RmlCD inh mix,RT RNaseH block
CCN1C(=S)SC(=O)C1=C1C=C(C)N(Cc2ccco2)C(C)=C1,x,-9.6
COc1cc(CCCN2C(N)=NC[C@H]2Cc2ccc(O)cc2)cc(OC)c1OC,-0.5,x
CCc1ccccc1N(CC(=O)OC)S(C)(=O)=O,-0.7,-15.6
CCCCNC(=O)C1CCN(C(=O)Nc2ccc(C)cc2)CC1,-12.1,x
Cc1ccc(C(=O)Nc2nc(=O)n(C)s2)cc1,-10.0,x
CC(=O)NC1(c2ccccc2)CCN(C(=O)N2CCOCC2)CC1,13.5,-4.2
O=C(c1cc2ccccc2o1)n1nnc2ccccc21,0.4,-9.0
Cc1cc2c(c(=O)o1)C1(C(=O)N(C)c3ccccc31)C(C#N)=C(N)O2 (stereo unspecified),-11.8,-5.0
Cc1ccccc1-c1nc(CS(=O)(=O)CC(=O)NCCN2CCOCC2)c(C)o1,12.5,-9.7
CCOc1ccc(N2C(=O)CS/C2=C(\C(Cl)=C(Cl)Cl)[N+](=O)[O-])cc1,-5.8,x
CCc1ccc(NC(=O)CC2C(=O)N(c3cccc(C)c3)C(=O)N2C2CC2)cc1 (stereo unspecified),8.3,x
Cc1ccc(SCc2[nH]nc3c2C(c2cccnc2)C(C#N)=C(N)O3)cc1 (stereo unspecified),-13.6,8.6
Cc1sc2nc(SCc3nnc(-c4cccs4)o3)n(C3CCCC3)c(=O)c2c1C,8.0,17.0
CC(C)OC(=O)CSc1nnc(-c2ccc(O)cc2)n1Cc1ccccc1,13.1,6.3
CC(=O)c1cc(NC(=O)c2ccc(C)cc2)c(=O)oc1/C=C/N(C)C,4.6,x
Cc1ccc(C(=O)N2CCC3(CC2)Oc2ccc(F)cc2C(=O)C32CC(c3cccnc3)=NO2)s1 (stereo unspecified),3.3,x
CCn1c(CNc2nc(-c3ccccc3)cs2)nnc1SCC(=O)NCc1ccccc1,0.1,x
COc1ccc(/C=N/NC(=O)c2ccn[nH]2)cc1COc1ccc(F)cc1,16.5,x
O=C(Cc1ccc(S(=O)(=O)N2CCOCC2)s1)Nc1ccc2c(c1)CCC2,0.9,-7.8
CC(C)Cc1cc(C(=O)O)n[nH]1,-6.0,-7.3
COc1cccc(CNC(=O)C23CN(Cc4ccccc4)CC2C(c2ccc([N+](=O)[O-])cc2)=NO3)c1 (stereo unspecified),-11.6,x
C=CCOc1ccc(C2N3CC4(C)CN2CC(CCC)(C3)C4=O)cc1 (stereo unspecified),64.2,-24.6
O=C1CC(c2ccco2)Cc2nc(NCC3CCCO3)ncc21 (stereo unspecified),-11.5,-12.1
O=c1cc(/C=C/c2cccs2)[nH]c2ccccc12,11.9,x
CC(C)(C)c1[nH]nc2c1C(Cc1ccccc1)C(C#N)=C(N)O2 (stereo unspecified),7.7,3.2
CCN(CC)C(=O)C(C)N(C#N)c1nc(NC(C)C)nc(NC(C)C)n1 (stereo unspecified),-12.1,5.3
CC(C)Oc1cccc(C(=O)NC(=S)Nc2cccc(C(F)(F)F)c2)c1,8.6,x
CC1(CC(=O)N/N=C/c2ccc(OCc3ccc(Cl)cc3Cl)cc2)OCCCO1,-0.5,x
COc1ccc(C(=O)N2CCCCC2)cc1S(=O)(=O)Nc1ccccc1,-4.1,-1.3
S=C(c1ccc2c(c1)OCO2)N1CCCCCC1,-16.3,x

Five structures already listed, sorted by SMILES length, low to high:
SMILES,RmlCD inh mix,RT RNaseH block
CC(C)Cc1cc(C(=O)O)n[nH]1,-6.0,-7.3
CCc1ccccc1N(CC(=O)OC)S(C)(=O)=O,-0.7,-15.6
C=CCOc1ccc(C2N3CC4(C)CN2CC(CCC)(C3)C4=O)cc1 (stereo unspecified),64.2,-24.6
COc1ccc(/C=N/NC(=O)c2ccn[nH]2)cc1COc1ccc(F)cc1,16.5,x
COc1cccc(CNC(=O)C23CN(Cc4ccccc4)CC2C(c2ccc([N+](=O)[O-])cc2)=NO3)c1 (stereo unspecified),-11.6,x

Next structures
SMILES,RmlCD inh mix,RT RNaseH block
CCCn1nc(C(=O)NCCN2CCOCC2)c2ccccc2c1=O,-13.6,-1.9
Cc1ccc(S(=O)(=O)NC2=NCN(CCN3CCOCC3)CN2)cc1,6.1,-11.3
CCCC1C2CN(C(C)C)CC=C2C(C#N)=C(N)C1(C#N)C#N (stereo unspecified),x,-0.3
CC1S/C(=N/N=C/c2ccco2)NC1=O (stereo unspecified),6.5,x
CCn1c(-c2cc(OC)c(OC)c(OC)c2)n[nH]c1=S,-11.9,6.6
Cc1nn(C(=O)c2ccco2)c(C)c1Br,1.8,x
CCCn1c(=O)c2ccccc2n2c(SCN3C(=O)c4ccccc4C3=O)nnc12,x,-2.0
COc1cccc(CN(C(=O)c2ccco2)C(C(=O)NC2CCCC2)c2cccnc2)c1 (stereo unspecified),7.2,-19.2
Cc1ccc(S(=O)(=O)N2CCC(=O)N(CCOCc3cccc(F)c3)CC2)cc1,-15.2,x
CCCC(=O)Nc1nn(C)c2nc3cc(C)ccc3cc12,13.1,2.1
O=c1c(N2CCOCC2)nsnc1N1CCOCC1,-4.9,10.4
Cc1noc(C)c1S(=O)(=O)N1CCC(C(=O)NCCN2CCC(C)CC2)CC1,14.4,-3.7
COCc1cc(C)c2c(N)c(C#N)sc2n1,-5.7,-6.0
CC1CC(C(O)c2ccccn2)C(=O)C(C(O)c2ccccn2)C1 (stereo unspecified),x,-5.7
O=C(CN1CCN(c2ccccn2)CC1)Nc1ccccc1,3.3,x
CSc1ccccc1NC(=O)c1cc(-c2cccs2)on1,-11.2,-8.6
O=C(CCSCCC(=O)NCc1ccccc1)NCc1ccccc1,-16.0,x
NC(=O)C1c2ccccc2CSc2ccccc21 (stereo unspecified),4.8,x
CN=c1scc(-c2ccc(Br)cc2)n1C,-15.5,x
CSc1ccc(CNc2ccc(C)c(C)c2)cc1,4.5,x
COc1ccc(N(C(=O)c2ccco2)C(C(=O)NC2CCCC2)c2ccc(N(C)C)cc2)cc1OC (stereo unspecified),-10.6,-8.1
CCC(C)[C@H](N)c1nnc(SCC(=O)c2ccc(Cl)cc2)o1 (stereo partly specified),-25.0,x
COc1ccc(N2C(=O)CSC23C(=O)Nc2ccccc23)cc1OC (stereo unspecified),-7.2,6.6
O=c1c2cccc3c(N4CCOCC4)ccc(c32)c2nc3ccccc3n12,x,-5.5
COc1ccc(N2CCN(Cc3cc(=O)oc4cc(C)c(Cl)c(C)c34)CC2)cc1,-15.1,72.3*
O=C(NCc1nc2ccccc2[nH]1)C1=C[C@H](c2ccc3c(c2)OCO3)C[C@H](OCCCCO)O1,-11.8,x
COc1ccc(C(=O)NC2CCN(C(=O)NC3CCCCC3)CC2)cc1,-20.9,-14.6
CCOC(=O)C1CCN(C(=O)CC(NS(=O)(=O)c2ccc(OC)cc2)C(C)C)CC1 (stereo unspecified),5.2,-5.6
Cc1c(C(Nc2ccccn2)c2ccccc2)c(=O)n(-c2ccccc2)n1C (stereo unspecified),0.3,-1.7
CSc1nc(C)cc(Oc2ccc(=O)n(C)n2)n1,0.8,-7.8

Structural class, the compounds so far with bromine.
SMILES,RmlCD inh mix,RT RNaseH block
Cc1nn(C(=O)c2ccco2)c(C)c1Br,1.8,x
CN=c1scc(-c2ccc(Br)cc2)n1C,-15.5,x

Continued:
SMILES,RmlCD inh mix,RT RNaseH block
Cn1c2ccccc2c2c(C(=O)O)cn(C3CCCC3)c(=O)c21,20.1,7.4
COc1c(C)cccc1C(=O)Nc1ccc(CN2CCCCC2)cc1,6.9,x
CCOC(=O)c1c(C)n(C)c2ccc(OC)c(NS(=O)(=O)c3ccc(Cl)s3)c12,18.1,-5.9
CCn1c2ccccc2c2cc(N=C3SC(CC(=O)Nc4ccccc4)C(=O)N3C)ccc21 (stereo unspecified),-5.3,x
Cc1scc(C(=O)N/N=C/c2ccc(OCC(C)C)cc2)c1C,-12.5,x
CC(C)(C)NC(=O)C(c1ccco1)N(C(=O)c1ccc(CN2CCOCC2)o1)c1ccccc1 (stereo unspecified),-12.6,-6.6
CCO[C@@H]1OC(C(=O)N2CCN(Cc3ccccc3)CC2)=C[C@H](c2ccc(C(F)(F)F)cc2)[C@H]1CCCO,3.3,x
O=c1c2ccccc2sn1-c1cc(S(=O)(=O)N2CCOCC2)ccc1N1CCOCC1,9.1,95.1*
CN(C)C(CNC(=O)C1CCCN(C(=O)c2ccc(Cl)cc2)C1)c1ccco1 (stereo unspecified),9.2,8.6
Cc1ccc(/C=c2\sc3nc(-c4ccco4)nn3c2=O)o1,-11.9,29.6
COc1cc2nc(SCC(N)=O)n(CCC3=CCCCC3)c(=O)c2cc1OC,8.2,-3.5
CC(c1ccccc1)N1CC(C(=O)NC2CCCC2)CC1=O (stereo unspecified),6.2,-21.4
N#Cc1ccc(CSCC(=O)O)cc1,5.5,-4.4
CCCCNC(=O)C1COc2ccccc2O1 (stereo unspecified),-4.7,-5.7
CCOc1ccccc1N(C(=O)c1snc(C(N)=O)c1N)C(C(=O)NC1CCCC1)c1ccco1 (stereo unspecified),x,10.4
COc1ccc(N(CC(=O)NC2CCCC2)C(=O)Cn2nnc(-c3ccc(C)cc3)n2)cc1,-6.5,5.1
COc1ccc(N(CC(=O)NCCSCc2c(F)cccc2Cl)S(C)(=O)=O)cc1OC,5.7,x
O=C(CC(c1ccco1)C1CCCCC1=O)c1ccco1 (stereo unspecified),x,1.9
COc1cccc(/C=N/NC(=O)CO/N=C(\C)c2cccs2)c1OC,7.7,x
O=C(NCc1nc2ccccc2[nH]1)C1=C[C@H](c2ccccc2)C[C@H](OCCCCO)O1,-16.0,x
Cc1ccc(SC(=O)COc2ccccc2C)cc1,11.2,x
O=C(O)C1CCCCC1C(=O)Nc1cc(Cl)ccc1Cl (stereo unspecified),9.9,x
Cc1ccc(-c2nnc3sc(-c4ccncc4)nn23)cc1,4.5,-41.8
Cc1cc(C(C)(C)C)oc1C(=O)Nc1ccc(CC(=O)O)cc1,23.6,-10.0
COc1cc(S(=O)(=O)n2nnc3ccccc32)c(OC)cc1Cl,-10.2,-103.8
COc1ccc(N2CCN(C(=O)NC3CCCCC3)CC2)cc1,-150.7,x
Cc1ccc(OCc2nnc(NC(=O)Cc3cccs3)s2)cc1,-10.5,62.2*
CCOC(=O)c1nc2cc3n(c(CC(C)C)c-2c1C)CC(C)=C3C,13.1,x
O=C1c2ccccc2-c2c1cccc2C(=O)N1CCCCC1,-11.0,x
O=c1[nH]c(SCc2nc3c(cnn3-c3ccccc3)c(=O)[nH]2)nc2ccccc12,8.3,x

Remaining list, next part:
SMILES,RmlCD inh mix,RT RNaseH block
COc1ccc(C2=NNC(c3cccs3)=Nc3ccc(OC)cc32)cc1,18.2,x
COC(=O)C1=C(N)Oc2cc(C)n(CC3CCCO3)c(=O)c2C1c1ccccc1OC (stereo unspecified),-9.4,4.9
Cc1nnc2n(C3CCCCC3)c(=O)c3c4c(sc3n12)CCC4,-19.4,-0.8
CCOC(=O)c1c(NC(=O)Cn2cc([N+](=O)[O-])cn2)sc2c1CCC2,14.0,x
CC(C)C(=O)NC(C)C(c1cccs1)N1CCN(c2ccccc2)CC1 (stereo unspecified),6.9,-7.7
c1ccc(Cn2ccnc2-c2ccco2)cc1,x,-21.0
CC(=O)Nc1cccc(NC(=O)Nc2ccc(C(C)=O)cc2)c1,12.8,-8.1
O=[n+]1c2c(n([O-])c3cc(F)c(N4CCCC4)cc31)CCC2,12.6,-6.8
O=c1[nH]c2ccccc2cc1-c1nnn(-c2ccc(F)cc2)n1,-2.5,x
C=CCN(CC=C)C(=S)NC(=O)c1ccc(-c2ccccc2)cc1,-2.7,x
O=S(=O)(NC1CCCCC1)c1ccc(Br)cc1,15.7,-10.2
CCOC(=O)N1CCN(c2ncnc3c2oc2nc(C)c4c(c23)CC(C)(C)OC4)CC1,x,-1.9
COCc1[nH]nc2c1C(c1ccccc1OC)C(C#N)=C(N)O2 (stereo unspecified),47.5,-1.1&-4.1
CC(=O)Nc1ccc(S(=O)(=O)Nc2nc3ccc(C)cc3s2)cc1,-13.0,x
Cc1cc(C)nc(N2CCCC(C(=O)Nc3nc4ccc(S(C)(=O)=O)cc4s3)C2)n1 (stereo unspecified),3.2,-7.6
O=C(c1cccc2c1-c1ccccc1/C2=N/O)N1CCCCC1,-19.4,-4.7
CC1CCCCN1CCNc1nc(=S)[nH]c2ccccc12 (stereo unspecified),-6.5,-4.9
CC1CCC(C(=O)NC(C(=O)N2CCC(N3CCCCC3)CC2)C(C)C)CC1 (stereo unspecified),-7.5,-11.8
CCOc1ccc2nc(SCC(=O)N3CCCc4ccccc43)sc2c1,u,x
CCN1CCc2c(C#N)c(NCc3ccccc3)nc(N(CC)CC)c2C1,-18.9,-2.9
CC(C)(C)OC(=O)N1CCC(C(=O)N[C@H](Cc2ccccc2)C(=O)O)CC1,11.8,-6.5
CCCc1ccc(-c2ccc(F)c(N)c2)nc1,-28.4,-12.0
Oc1c(C=Nc2cccnc2)sc2ccccc12,-9.8,-13.1
COC(=O)C(NC(=O)Nc1ccccc1OC)C(C)C (stereo unspecified),7.0,x
COc1ccccc1CNS(=O)(=O)c1ccc2[nH]cc(C(=O)O)c(=O)c2c1,-9.2,-4.3
CC(O)[C@H](NC(=O)C1(c2ccccc2)CCN(C(=O)OC(C)(C)C)CC1)C(=O)O (stereo partly specified),4.4,-4.2
O=C(Cc1cccs1)Nc1nc2c(s1)CCCC2,-11.3,-2.5

Bioassay records (PubChem)

Some of the compounds tested, so the mix of outcomes need not match the whole.
